# TCR CD3 inh: inhibitors of human TCR-CD3 interaction, primary screen, biochemical, fluorescence, TAMRA-labeled TCR probe | T-cell receptor (TCR) | inhibition, % at 9.4 µM | 360,000 compounds, 0.37% hits; in the data active = inhibition above about 19%;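 note: recombinant mutant TCR 2C K166C tagged with TAMRA read by polarization; 0% = receptor in buffer alone and 100% = receptor with positive control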
# mABHD4 FP: ABHD4 inhibitors, primary screen, biochemical, fluorescence polarization, mouse; (Lyso)-N-acylphosphatidylethanolamine lipase (Mus musculus), Q8VD66; purified mABHD4, FP-Rh probe fluorescence polarization; inhibition, % at 8.92 µM; 370,000 compounds, 0.54% hits; AID 720543, 2013;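 active = inhibition exceeding the mean over every tested compound plus 3 SD, cut at about 30% in these data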;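 note: 0% = plate median of compound wells and 100% = S159A mutant with DMSO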
#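 assay system = mABHD4 protein | compound dosing = single nominal dose of 8.92 µM, 0.89% DMSO final | read-out basis = percent inhibition of probe binding, normalized to plate controls | schedule = Enzyme–compound pre-incubation 45 min, then probe 60 min, both 25 °C | detection = fluorescence polarization, excitation 525 nm, emission 598 nm, BODIPY TMR filters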
# GC-B act: human GC-B receptor activators, primary screen, HEK293 GC-B cells, cGMP TR-FRET, EC30 CNP. Atrial natriuretic peptide receptor 2 (Homo sapiens), P20594. 0% at EC30 CNP, 100% saturating CNP. activation, % at 10 µM. 370,000 compounds, 0.11% hits. AID 1920062, 2024;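 active = activation at 10 µM reaching about 35% in either raw or pattern-adjusted values, limit read from the data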
# HTRA1 inh: HTRA1 serine protease inhibitors, primary screen, biochemical, fluorescence polarization, HTS; Q92743; 340,000 compounds, 0.5% hits; recombinant HTRA1, FP-rhodamine activity-based probe; AID 504803, 2011; inhibition, % at 5.96 µM; in the data active = inhibition above about 36%;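 note: 0% = enzyme with DMSO and 100% = wells lacking enzyme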
# MBD2 inh: inhibitors of MBD2 binding to methylated DNA, primary screen, biochemical, TR-FRET, DNA-binding domain, human; Methyl-CpG-binding domain protein 2 (Homo sapiens), Q9UBB5; MBD2 binding to methylated oligonucleotide; 370,000 compounds, 0.31% hits; inhibition, % at 4.4 µM; in the data active = inhibition above about 13%
# UHRF1 MBD2 ctr: UHRF1 methylated DNA binding inhibitors, primary screen, counter-screen for MBD2 inhibitor project, biochemical, TR-FRET, human UHRF1, single concentration; UHRF1 binding to methylated oligo; inhibition, % at 4.4 µM; 370,000 compounds, 0.75% hits; E3 ubiquitin-protein ligase UHRF1 (Homo sapiens), Q96T88; in the data active = inhibition above about 21%;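 note: UHRF1 SRA domain binding a hemimethylated CpG hairpin DNA probe; 0% = median of test compound wells and 100% = reference inhibitor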
# Target sequence (Q96T88 whole entry, looked up, the tested form may be a part): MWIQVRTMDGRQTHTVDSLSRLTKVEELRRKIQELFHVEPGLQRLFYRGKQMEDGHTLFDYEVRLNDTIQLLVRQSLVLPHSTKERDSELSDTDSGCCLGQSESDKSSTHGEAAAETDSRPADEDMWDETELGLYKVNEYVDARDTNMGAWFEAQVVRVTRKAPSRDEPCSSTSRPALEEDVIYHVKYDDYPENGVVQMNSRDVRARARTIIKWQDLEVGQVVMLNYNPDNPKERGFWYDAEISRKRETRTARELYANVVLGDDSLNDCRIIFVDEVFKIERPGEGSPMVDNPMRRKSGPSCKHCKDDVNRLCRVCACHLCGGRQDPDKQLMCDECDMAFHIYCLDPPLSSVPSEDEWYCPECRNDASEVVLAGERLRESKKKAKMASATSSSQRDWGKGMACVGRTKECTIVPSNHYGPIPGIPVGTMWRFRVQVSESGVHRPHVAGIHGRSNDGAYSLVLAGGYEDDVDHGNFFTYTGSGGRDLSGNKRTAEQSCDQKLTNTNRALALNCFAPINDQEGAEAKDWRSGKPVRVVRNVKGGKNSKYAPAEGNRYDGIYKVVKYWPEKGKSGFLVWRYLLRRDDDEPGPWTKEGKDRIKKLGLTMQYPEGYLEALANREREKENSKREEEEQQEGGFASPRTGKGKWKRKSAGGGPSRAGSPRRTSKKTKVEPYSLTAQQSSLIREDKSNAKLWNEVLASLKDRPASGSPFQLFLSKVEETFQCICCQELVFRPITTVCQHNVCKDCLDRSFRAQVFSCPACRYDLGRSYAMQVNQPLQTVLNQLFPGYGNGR
# NPR1 activator: GC-A stimulated cGMP production enhancers – HEK293 GC-A cells, cGMP TR-FRET, EC30 ANP, primary screen; Atrial natriuretic peptide receptor 1 (Homo sapiens), P16066; 0% at EC30 ANP, 100% saturating ANP; activation, % at 10 µM; 370,000 compounds, 0.14% hits; AID 1671463, 2021; in the data active = activation above about 40%
# SIAE primary: human SIAE inhibitors, primary screen, biochemical, fluorescence polarization, FP-Rh probe, 1536-well HTS | SIAE FP-Rh probe binding | inhibition, % at 9.66 µM | 370,000 compounds, 0.69% hits;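 active = inhibition above a cutoff: mean of compounds within the control limits plus 3 SD of those, cut at about 17% in these data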;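 note: 0% = plate median of compound wells and 100% = probe without SIAE protein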
# rCAG binder: binders of r(CAG) RNA repeats, primary screen, biochemical, fluorescence | r(CAG) RNA repeat, TO-PRO-1 dye displacement fluorescence | inhibition, % at 3 µM | 370,000 compounds, 1.3% hits;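 active = inhibition above the plate cutoff, the mean of all test compounds on that plate plus 3 SD, cut at about 35% in these data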;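 note: 0% = DMSO alone and 100% = 100 µM mitoxantrone as full dye displacement; higher means more dye released from RNA so lower well fluorescence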
# PRMT1 inh: PRMT1 methyltransferase inhibitors, primary screen, biochemical, fluorescence polarization. inhibition, % at 2.79 µM. 370,000 compounds, 1.3% hits. Protein arginine N-methyltransferase 1 (Homo sapiens), Q99873. AID 652257, 2013. recombinant PRMT1, activity-based probe fluorescence polarization;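 active = inhibition above about 21% made by adding two undisclosed values, limit read from the data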
# * hit, by the source's call; nt = not tested or not shown.
SMILES,TCR CD3 inh,mABHD4 FP,GC-B act,HTRA1 inh,MBD2 inh,UHRF1 MBD2 ctr,NPR1 activator,SIAE primary,rCAG binder,PRMT1 inh
CCOc1ccc(N=Nc2cc(C(C)C)ccc2O)cc1,-7,6,-7,5,0,4,0,2,0,1
COc1cc(NC(=O)CN2CCN(c3ccccc3O)CC2)c(C)cc1[N+](=O)[O-],0,-5,-3,-2,0,-7,-2,8,2,-1
COc1ccc2c(=O)cc(-c3ccccc3F)oc2c1,3,-2,-2,-3,0,-5,-1,2,4,-1
COc1ccc2oc(C(=O)OCC(=O)NC3CCS(=O)(=O)C3)c(C)c2c1 (stereo not given),3,-3,-1,-1,-3,1,-1,-7,2,-3
COc1ccc(C(=O)C2CCCN(Cc3cccn3-c3nccs3)C2)cc1OC (stereo not given),3,-3,1,5,5,0,-2,-3,-4,3
CCOC(=O)C1=C(C)OC(N)=C(C#N)C1c1ccc(O)c(OC)c1 (stereo not given),0,5,-4,3,-1,-1,-3,-5,-5,3
CC[n+]1c(/C=C2\C=C(C)CC(C)(C)C2)sc2ccccc21,3,14,-2,6,-3,2,6,-3,6,44*
O=C(CCc1nc2ccccc2s1)Nc1cccnc1,-4,7,0,6,-1,-3,-5,-1,9,19
Cc1ccccc1-c1nc(NC(C)C)nc2cc(-c3ccccc3)sc12,-1,0,-5,nt,0,-1,-5,-14,3,-1
C=CCn1c(SCC(=O)NCc2cccs2)nnc1C1CCCCC1,5,-9,3,-5,2,2,-2,2,-3,3
NC(=O)C1CCN(C(=O)CN2CCc3ccccc32)CC1,-4,-4,4,-5,-2,0,1,1,8,2
O=C(CC1SC(N2CCCC2)=NC1=O)Nc1ccc(C(=O)NCc2ccc(F)cc2)cc1 (stereo not given),4,1,0,-7,0,0,2,-3,-1,-1
COC(=O)[C@H](C)NC(=O)[C@@H]1CCCN1C(=O)CNP(=O)(OCc1ccccc1)OCc1ccccc1,nt,5,-9,nt,2,-1,0,2,nt,-1
COc1ccc(S(=O)(=O)N2CCC(C(=O)NCc3cccnc3)CC2)cc1OC,-2,3,1,6,-3,-1,-1,4,2,2
Cc1cc(Nc2ccccc2Cl)n2nnnc2n1,2,3,6,0,-2,3,-5,-2,4,-1
CCc1cc(CNC(=O)c2cc(COc3ccc(C)nc3)on2)on1,4,-2,-2,4,-4,-2,-3,3,-3,-3
COc1ccc(-n2nc3cc(C)c(NC(C)=O)cc3n2)cc1,-7,1,6,-4,1,0,12,-6,1,1
COc1cc(SC)ccc1C(=O)Nc1ccncc1,3,-3,-8,-4,2,-7,-4,-7,2,-2
CC(C)n1c(SCC(N)=O)nc2c1c(=O)[nH]c(=O)n2C,11,4,1,5,-5,-1,4,3,6,-2
O=C(NCc1ccncc1)C(=O)NCC1OCCN1S(=O)(=O)c1ccccc1 (stereo not given),-3,11,5,2,4,0,-2,8,3,5
CC(NC(=O)[C@H](NC(=O)[C@@H]1Cc2ccccc2CN1)c1ccccc1)c1ccccc1 (stereo not given in full),-10,11,-7,-2,2,2,-3,7,-3,-1
COCCN(CCOC)Cc1cc(=O)oc2ccccc12,8,3,-3,nt,3,-3,0,1,0,-4
COc1cccc(CNC(=O)N2CCN(c3ccccc3C)CC2)c1,1,0,8,-14,2,1,-4,1,1,-2
Nc1cc(N)cc(C(=O)OCC(=O)Nc2cc(S(=O)(=O)N3CCCCC3)ccc2Cl)c1,0,2,-5,10,-1,0,-10,10,17,0
O=C(CCC(=O)N1CCOc2ccccc21)Nc1cc(F)ccc1F,2,-2,-2,0,3,-3,-5,1,-3,-6
# Carrying on:
SMILES,TCR CD3 inh,mABHD4 FP,GC-B act,HTRA1 inh,MBD2 inh,UHRF1 MBD2 ctr,NPR1 activator,SIAE primary,rCAG binder,PRMT1 inh
Cc1cc(C)cc(C(=O)NCC(=O)OCC(=O)N2c3ccccc3NC(=O)C2(C)C)c1,6,7,3,5,0,0,2,5,0,-3
Cc1ccc(S(=O)(=O)N2CCCC2C(=O)NCCc2nc3ccccc3[nH]2)cc1 (stereo not given),5,2,-10,-6,-1,-1,-14,12,-5,-4
Cc1ccc(C2=NCCn3c2c2ccc(C(F)(F)F)cc2[n+]3[O-])cc1,5,0,0,0,-4,-2,-4,-1,-7,-3
CCOc1ccc(C2C(C(=O)c3ccc(C)o3)=C(O)C(=O)N2CCN2CCOCC2)cc1OC (stereo not given),-4,-5,2,0,-8,-4,0,-6,6,3
COc1cc(/C=C/[N+](=O)[O-])ccc1OC(=O)c1cc2ccccc2oc1=O,-6,4,14,4,3,-2,14,-12,8,12
Cc1ccc(-n2c(C)cc3c2CC(C)(C)CC3=O)cc1C,6,4,-7,-11,-1,0,-3,-5,-8,-2
COc1ccc(C(CC(=O)N2CCCC2)c2c(OC)cc(OC)c3ccc(=O)oc23)cc1 (stereo not given),-1,6,-13,-5,1,-2,-8,3,-4,1
Cc1ccc(S(=O)(=O)N2CCCCC2)cc1,7,4,-7,0,-2,2,7,-8,-2,1
Cc1cc(=O)nc2c3ccccc3n(C(C)C(=O)NCCN3CCOCC3)n12 (stereo not given),-4,-5,-2,0,-6,0,-1,12,3,0
CCOC(=O)CCCCCCCCC(=O)Nc1ccc(-n2[nH]c(=O)cc2C)cc1,-8,-5,-8,-12,5,3,-6,1,2,3
COC(=O)CN1CCN(C(=O)c2csc(N3CCOCC3)n2)CC1,nt,-3,-3,nt,-1,1,-3,0,1,-3
CCOc1cc(N2CCC(O)CC2)ccc1Nc1ncc2c(n1)N(C)c1ccccc1C(=O)N2C,2,7,17,nt,-3,4,11,6,8,2
CCCCn1c(N)c(N(CCC(C)C)C(=O)c2ccc([N+](=O)[O-])o2)c(=O)[nH]c1=O,2,-2,1,-3,-2,-2,0,2,-2,-2
Fc1cccc(/C=N/Nc2ccc(Cl)nn2)c1,6,0,-2,-6,-2,0,0,-5,2,1
CCOC(=O)C1(C)CCCCN1C(=O)c1ccc(F)c(C)c1 (stereo not given),4,1,5,nt,-4,-2,-2,-6,0,-2
O=C1c2cccc3cccc(c23)C(=O)N1CCN1CCN(CC(O)COc2ccccc2)CC1 (stereo not given),3,7,0,5,0,-5,-1,-2,-7,-2
CCc1c(-c2cccc(Br)c2)ncn1Cc1cccc(-c2ccccc2)c1,3,-11,-2,nt,1,2,-3,-7,3,5
Cc1ccc(CN2CCCCC(NC(=O)Nc3cccc([N+](=O)[O-])c3)C2=O)cc1 (stereo not given),nt,10,-3,nt,-3,-2,-3,-2,8,1
O=C(CSc1nnc(-c2c[nH]c3ccccc23)n1-c1ccc(F)cc1)NCc1ccco1,-2,-11,-7,-9,-8,-1,-2,7,3,4
CCCn1c(SCC(=O)Nc2nnc(C)s2)nnc1-c1ccoc1C,-2,3,-3,0,1,1,7,5,-2,0
CC(C)C(NC(=O)/C(=C/c1ccco1)NC(=O)c1ccc(Br)o1)C(=O)O (stereo not given),5,1,4,2,-2,3,-1,3,5,13
N#C/C(=C(/O)COC(=O)c1ccc2c(c1)OCCO2)c1nc2ccccc2[nH]1,1,7,2,7,-7,-2,0,2,19,0
O=C(CCN1CCOCC1)c1ccc(Cl)cc1,5,-1,-4,-3,1,1,58*,2,2,0
COc1cccc(/C=C/C(=O)Nc2ccc(N3CCOCC3)cc2)c1OC,-8,5,5,5,4,1,3,-2,-2,5
Cc1cccc(N=Nc2c(N)n[nH]c2-c2ccc(Cl)cc2)c1,3,-2,-6,-4,-7,-1,0,9,40*,-3
Cc1ccc(C)n1-c1nccc(-c2ccco2)n1,9,0,1,-4,-3,-3,4,5,1,0
COc1cc(C(=O)Nc2cccc(-n3cnnn3)c2)cc(Cl)c1OC,2,-3,6,-14,-5,9,0,-9,7,1

# In another format: entries from further up.
mol	TCR CD3 inh	mABHD4 FP	GC-B act	HTRA1 inh	MBD2 inh	UHRF1 MBD2 ctr	NPR1 activator	SIAE primary	rCAG binder	PRMT1 inh
Cc1cc(C)cc(C(=O)NCC(=O)OCC(=O)N2c3ccccc3NC(=O)C2(C)C)c1	6	7	3	5	0	0	2	5	0	-3
Cc1ccc(S(=O)(=O)N2CCCC2C(=O)NCCc2nc3ccccc3[nH]2)cc1 (stereo not given)	5	2	-10	-6	-1	-1	-14	12	-5	-4
Cc1ccc(C2=NCCn3c2c2ccc(C(F)(F)F)cc2[n+]3[O-])cc1	5	0	0	0	-4	-2	-4	-1	-7	-3
CCOc1ccc(C2C(C(=O)c3ccc(C)o3)=C(O)C(=O)N2CCN2CCOCC2)cc1OC (stereo not given)	-4	-5	2	0	-8	-4	0	-6	6	3
COc1cc(/C=C/[N+](=O)[O-])ccc1OC(=O)c1cc2ccccc2oc1=O	-6	4	14	4	3	-2	14	-12	8	12
Cc1ccc(-n2c(C)cc3c2CC(C)(C)CC3=O)cc1C	6	4	-7	-11	-1	0	-3	-5	-8	-2
COc1ccc(C(CC(=O)N2CCCC2)c2c(OC)cc(OC)c3ccc(=O)oc23)cc1 (stereo not given)	-1	6	-13	-5	1	-2	-8	3	-4	1
Cc1ccc(S(=O)(=O)N2CCCCC2)cc1	7	4	-7	0	-2	2	7	-8	-2	1
Cc1cc(=O)nc2c3ccccc3n(C(C)C(=O)NCCN3CCOCC3)n12 (stereo not given)	-4	-5	-2	0	-6	0	-1	12	3	0
CCOC(=O)CCCCCCCCC(=O)Nc1ccc(-n2[nH]c(=O)cc2C)cc1	-8	-5	-8	-12	5	3	-6	1	2	3
COC(=O)CN1CCN(C(=O)c2csc(N3CCOCC3)n2)CC1	nt	-3	-3	nt	-1	1	-3	0	1	-3
CCOc1cc(N2CCC(O)CC2)ccc1Nc1ncc2c(n1)N(C)c1ccccc1C(=O)N2C	2	7	17	nt	-3	4	11	6	8	2
CCCCn1c(N)c(N(CCC(C)C)C(=O)c2ccc([N+](=O)[O-])o2)c(=O)[nH]c1=O	2	-2	1	-3	-2	-2	0	2	-2	-2
Fc1cccc(/C=N/Nc2ccc(Cl)nn2)c1	6	0	-2	-6	-2	0	0	-5	2	1

# These rows are one share of the data; the hit share may differ from the screen's.
